Source: PubChem
Vif-APOBEC3F blk – qHTS for Inhibitors of Vif-A3F Interactions: qHTS | HeLa A3F-eYFP + Vif (tagged APOBEC3F with the HIV-1 protein that degrades it), YFP fluorescence increase | Potency, µM (series often up to 46.1 µM), for the others: top-dose activity, negative = active | hit rate 0.2% among 390,000 | AID 602313, 2012; also: potency is read from the fitted curve at half-maximal effect; % of control where 0% means no effect; nearly all actives have a fitted effect of over 65% in size
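HeLa cells stably expressing Vif plus C-terminally eYFP-tagged A3F were seeded, incubated overnight at 37 deg C, dosed with compound, incubated overnight again at 37 deg C. Yellow fluorescence (Ex 488/Em 500-530) reported blocked Vif-mediated A3F-eYFP degradation.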
ERG Ets-DNA blk – qHTS for Small Molecule Inhibitors of the ERG Ets/DNA interaction; AID 624246, 2012; Transcriptional regulator ERG (Homo sapiens), P11308; fluorescence polarization, His-ERG Ets domain / labelled DNA; Potency, µM (highest dose often 76.9 µM), without a hit: top-dose FP activity, negative = inhibition, actives largely listed as inhibitors; hit rate 0.028% among 370,000; active = well fitted inhibition curve with a large enough effect in the polarisation, with a control signal flat; inconclusive = small, poorly fitted or top-dose-only effect, or effect the other way, or a change in a side signal; inactive = no such curve, though single readings can be large or run the other way; the % refers to the polarisation;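 also: polarization taken with two DNA probes labelled with fluorescein and Texas red; potency is read from the fitted curve at half-maximal effect; % of control where 0% means no effect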
Target sequence (P11308 whole entry, looked up, the tested form may be a part): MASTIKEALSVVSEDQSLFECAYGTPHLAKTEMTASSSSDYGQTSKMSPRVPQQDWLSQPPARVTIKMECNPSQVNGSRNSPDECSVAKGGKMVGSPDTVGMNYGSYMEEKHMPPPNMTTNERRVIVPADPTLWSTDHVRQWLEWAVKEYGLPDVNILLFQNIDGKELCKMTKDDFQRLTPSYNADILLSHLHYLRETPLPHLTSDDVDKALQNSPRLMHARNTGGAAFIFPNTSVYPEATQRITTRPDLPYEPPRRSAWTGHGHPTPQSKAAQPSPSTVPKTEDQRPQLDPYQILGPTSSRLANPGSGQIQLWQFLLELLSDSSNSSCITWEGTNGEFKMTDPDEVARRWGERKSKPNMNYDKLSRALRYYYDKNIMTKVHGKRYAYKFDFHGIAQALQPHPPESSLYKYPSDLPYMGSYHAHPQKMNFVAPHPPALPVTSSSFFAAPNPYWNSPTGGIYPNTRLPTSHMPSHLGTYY
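His-tagged ERG Ets domain (1 uM in the protein solution; 300mM KCl, 50mM Tris-HCl, 1mM EDTA, 1mM DTT, pH 7.5) received compound, then a probe mix of 5 nM fluorescein-DNA and 100nM Texas-615-DNA. Fluorescence polarization was read for both dyes.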
GRP78 ERSR act – qHTS for Inducers of the Endoplasmic Reticulum Stress Response (ERSR) in Human Glioma: qHTS; U87-MG GRP78 promoter luciferase reporter, 16 h; Potency, µM, without a hit: at the highest dose activation, most hits filed as activators; hit rate 0.02% among 420,000; AID 602332, 2012; also: potency is read from the fitted curve at half-maximal effect; series mostly up to about 76 µM; % of control where 0% means no effect; nearly all actives have a fitted effect of over 35% in size
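ERSR induction read as luciferase luminescence (Bright-Glo, 10 min at room temperature) in stably transfected human U87-MG glioma cells exposed to compounds for 16 h, using GRP78 as sensor.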
D2 antag – HTS Assay for Allosteric Antagonists of the Human D2 Dopamine Receptor: Primary Screen for Antagonists; D(2) dopamine receptor (Homo sapiens), P14416; hit rate 2% among 340,000; HEK293 TREx D2 cells, calcium flux, dopamine EC80; AID 485344, 2010; inhibition, % at 10 µM; in the data active = inhibition above about 30%; also: 0% is about no effect
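Calcium mobilization kinetics were recorded at 1 s intervals in tetracycline-induced HEK293 T-REx D2 cells, first for 180 s after compound addition and then 180 s after EC80 dopamine.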
D2 ag – HTS Assay for Allosteric Agonists of the Human D2 Dopamine Receptor: Primary Screen for Agonists; D(2) dopamine receptor (Homo sapiens), P14416; hit rate 0.53% among 340,000; activation, % at 2 µM; HEK293 T-REx D2 cells, calcium flux agonist mode;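 active = activation over 3 SD above normal in the single-dose calcium agonist read, cut at about 30% in these data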; also: 0% is about no effect
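Tetracycline-induced HEK293 Trex cells with D2 receptor force-coupled to calcium signaling, plated overnight at 30 C and loaded with no-wash calcium dye. Calcium flux read kinetically for 180 s after compound addition; responses flag agonists.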
LDHA block – qHTS assay for inhibitors of human lactate dehydrogenase; purified LDHA, NADH/diaphorase-resazurin fluorescence; stronger effect = lower value; hit rate 0.15% among 480,000; activity change, % (values are at about 110 or 230 µM); AID 1347041, 2019; L-lactate dehydrogenase A chain (Homo sapiens), P00338; in the data active = activity change below about -30%; inconclusive = mostly about -25% to -30%;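 also: plate controls were DMSO wells for no effect and wells without enzyme for full effect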
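Resorufin fluorescence (ex540/em590), read at 0 and 20 min after diaphorase/resazurin addition, reports the NADH left after a 5 min room-temperature reaction of 2 nM human LDH5 with 0.06 mM NADH and 0.2 mM pyruvate.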
ALOX12 inh – Primary qHTS assay for inhibitors of human arachidonate 12S-lipoxygenase (ALOX12): Round 2. purified 12hLO, xylenol orange hydroperoxide absorbance. Potency, µM (doses to about 108 µM), without a hit: at the highest dose activity change, negative = inhibition, usual class: inhibitors. hit rate 1.1% among 580,000; also: potency is read from the fitted curve at half-maximal effect; % is scaled to controls: 0 for no effect and ±100 for the full control effect
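Purified human 12hLO (150 nM final) in 25 mM Hepes, 0.01% Triton X-100, pH 7.0 was preincubated 15 min at room temperature with compound. Then 40 uM arachidonic acid was added, 30 min. Hydroperoxide was read by Fe-XO absorbance ratio 573/405 nm.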
RGS4 inhibitor – Inhibitors of Regulator of G Protein Signaling (RGS) 4: qHTS | hit rate 0.039% among 390,000 | Regulator of G-protein signaling 4 (Homo sapiens), P49798 | Potency, µM (series often up to 114 µM), inactives show at the top dose activity change, negative = inhibition, hits mostly inhibitors | Transcreener GDP fluorescence polarization, RGS4-accelerated GTP hydrolysis; also: potency is read from the fitted curve at half-maximal effect; % is scaled to controls: 0 for no effect and ±100 for the full control effect; nearly all actives have a fitted effect of over 75% in size; some results filed as inactive show a strong effect at the top dose
Target sequence (P49798 whole entry, looked up): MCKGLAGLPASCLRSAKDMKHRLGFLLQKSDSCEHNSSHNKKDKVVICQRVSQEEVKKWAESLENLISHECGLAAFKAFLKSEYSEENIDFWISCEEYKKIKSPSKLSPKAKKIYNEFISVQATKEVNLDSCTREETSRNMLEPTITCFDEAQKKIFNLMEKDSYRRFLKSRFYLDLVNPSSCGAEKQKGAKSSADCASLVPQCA
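MLSMR compounds (23 nl, pin-transferred) preincubated 10 min at room temperature with a 500nM (2x) first reagent, then RGS4 at 900nM (2x) plus Transcreener GDP mix added; fluorescence polarization (620/688 nm) read before and after 90 min at 30 °C.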
Vif-A3G inh – qHTS for Inhibitors of Vif-A3G Interactions: qHTS | DNA dC->dU-editing enzyme APOBEC-3G (Homo sapiens), Q9HC16 | HeLa A3G-eYFP + Vif (tagged APOBEC3G with the HIV-1 protein that degrades it), YFP fluorescence, overnight | Potency, µM (titrated, usually from 46.1 µM), for the others: at the highest dose activity, negative = active, hits mostly inhibitors | hit rate 0.076% among 410,000;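 also: potency is read from the fitted curve at half-maximal effect; % is scaled to controls: 0 for no effect and ±100 for the full control effect; nearly all actives have a fitted effect of over 60% in size; hits raise eYFP signal because A3G escapes Vif-driven loss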
Target sequence (Q9HC16 whole entry, looked up): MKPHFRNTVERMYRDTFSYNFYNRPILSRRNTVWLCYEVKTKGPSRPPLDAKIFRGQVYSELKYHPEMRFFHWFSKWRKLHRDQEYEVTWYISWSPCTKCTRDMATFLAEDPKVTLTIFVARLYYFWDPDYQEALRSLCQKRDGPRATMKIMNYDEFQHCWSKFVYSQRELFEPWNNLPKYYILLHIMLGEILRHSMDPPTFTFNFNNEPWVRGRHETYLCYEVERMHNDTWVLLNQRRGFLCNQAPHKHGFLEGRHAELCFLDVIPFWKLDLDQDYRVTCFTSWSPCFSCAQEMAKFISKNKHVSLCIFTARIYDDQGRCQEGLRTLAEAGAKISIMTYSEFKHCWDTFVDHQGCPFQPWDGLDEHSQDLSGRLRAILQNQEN
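Read-out is eYFP fluorescence (Ex 488/Em 500-530) from Vif-expressing HeLa A3G-eYFP cells; more signal means A3G escaped Vif-mediated degradation. Cells plated overnight, compound pinned in, incubated overnight at 37 deg C.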
Numbers without * were called inactive; ? = inconclusive; · = no result given; & = joins results of further samples; [ ] = remark or other dose. Unless noted, calls follow the shape of the dose curve; as a rule, active = well fitted curve in the direction sought with a large enough effect; inconclusive = small, poorly fitted or top-dose-only effect, or another doubt; inactive = no such curve, though single readings can be large; an effect the other way counts as inactive or inconclusive. A portion of the library, so the mix of outcomes need not match the whole.

SMILES	Vif-APOBEC3F blk	ERG Ets-DNA blk	GRP78 ERSR act	D2 antag	D2 ag	LDHA block	ALOX12 inh	RGS4 inhibitor	Vif-A3G inh
O=C(NCc1ccc(C(F)(F)F)cc1)C1CC(c2cccc(F)c2)=NO1 (stereo not drawn)	-4.0%	-7.9%	-2.7%	-9.0	0.6	-3.8	1.7%	9.5%	0.1%
CC(C)(O)C#Cc1ccccc1C(=O)NC(CC(N)=O)C(=O)O (stereo not drawn)	0.8%	0.3%	0.5%	-14.4	0.4	-5.1	0.0%	39.4%	1.0%
C(=N\Nc1ccccn1)/c1cccnc1	-10.1%	7.8%	1.4%	-0.3	0.4	-0.1	-7.6%	0.8%	3.8%
CCCNC(=O)C(Cc1ccccc1)NS(=O)(=O)c1ccc2c(c1)c(=O)n(C)c(=O)n2C (stereo not drawn)	5.4%&-9.4%	-0.4%&-16.2%	-1.8%&-1.5%	3.6	-0.4&-0.5	0.3&-18.0	-19.3%&23.9%	-15.6%&-0.3%	2.4%&5.3%
Cc1cc(C)c(Nc2nn3c(=O)c4cc5c(cc4nc3s2)OCO5)c(C)c1	-2.3%	-2.4%	-0.9%	·	0.7	3.5	?	-78.6%	-3.5%
COc1ccc(C2c3c(oc4ccccc4c3=O)C(=O)N2Cc2ccncc2)cc1OC (stereo not drawn)	3.8%	0.3%	-4.0%	·	·	4.2	0.0%	-8.4%	0.3%
NC(=O)c1ccc(NC(=O)CCC(=O)c2cccs2)cc1	7.8%	4.0%	1.0%	·	·	-2.8	-13.5%	-35.2%	1.0%
COC(=O)c1c(C)oc(C)c1S(=O)(=O)NCc1ccc(Cl)cc1Cl	8.2%	-1.0%	-4.3%	-13.9	-0.1	-2.9	43.5%[activator]	-14.3%	-2.1%
CCCN(CCC)C(=O)Cn1c(=O)n(CCCCCC(=O)NCc2ccc3c(c2)OCO3)c(=O)c2sccc21	-1.1%	0.8%	-3.2%	·	-0.6	0.8	-16.7%	36.7%	-2.0%
COc1cccc(Oc2ccc(S(=O)(=O)N3CCOCC3)cc2[N+](=O)[O-])c1	-7.6%	-10.5%	-2.7%	·	·	-2.6	9.7%	-3.2%	-4.7%
CCc1ccc(C(=O)c2cn(Cc3ccc(F)cc3)c3cc(OC)c(OC)cc3c2=O)cc1	-8.9%	-1.6%	-5.1%	·	-0.3	-0.4	8.0%	-31.8%	-8.5%
COc1cc(OC)c(C2=NOC(C(=O)NCCc3ccccc3)C2)cc1Cl (stereo not drawn)	-0.7%	1.2%	-1.8%	-3.7	0.0	7.6&5.1	20.3%&1.5%	-0.2%	-3.3%
O=C(CCC(=O)Nc1ccc(Br)cc1)N/N=C/c1ccccc1F	?	-10.2%	1.6%	7.1	-0.5	1.3	10.1%	-24.2%	0.0%
O=C(COc1ccccc1[N+](=O)[O-])OCC(=O)N1CCC(Cc2ccccc2)CC1	1.3%	-11.8%	-4.2%	-11.3	0.3	-1.6	18.0%	9.6%	-0.3%
O=C(Cn1nnc(-c2ccccc2)n1)NC1CCS(=O)(=O)C1 (stereo not drawn)	5.9%	7.3%	-2.3%	1.0	0.2	-1.4	-2.0%	-4.3%	1.1%
COC(=O)c1ccccc1NC(=S)N1CCN(C2CCCCC2)CC1	-9.5%	10.7%	1.4%	-9.3	-0.5	0.5	5.2%	1.0%	-2.8%
CNC(=O)c1c(NC(=O)c2ccc(S(=O)(=O)N3CCCCC3C)cc2)sc2c1CCN(C)C2 (stereo not drawn)	?	-10.5%	-10.5%	9.9	3.7	-1.1	?	-29.2%	-17.5%
CCNC(=O)C1CCCN(C(=O)c2ccc(OC(F)F)cc2)CC1 (stereo not drawn)	·	·	-3.2%	·	·	-9.7	2.9%	·	-1.5%
Cc1ccc(C(=O)NCCc2nnc3ccc(NCc4ccc5c(c4)OCO5)nn23)cc1	2.0%	-8.4%	-5.6%	6.4	-2.7	-7.6	1.0%	-7.7%	0.0%
CCOc1ccc(CNC(=O)c2ccc3c(c2)N(Cc2ccccc2)CCS3)cc1	·	-0.3%	·	·	-0.4	-15.2	-10.9%	-0.9%	·
Cc1nc2ccc(NC(=O)c3ccc(Br)o3)cc2s1	3.5%	-0.8%	2.8%	4.0	0.6	5.4	-3.0%	-25.2%	0.2%
Nn1c(SCc2cc([N+](=O)[O-])cc3c2OCOC3)nnc1-c1ccccn1	1.3%	-8.5%	-2.6%	-8.3	0.2	-1.4	0.6%	13.8%	-0.6%
CCNC(=O)C1(C)CCCN1C(=O)c1cnc2ccccc2n1 (stereo not drawn)	·	·	-1.3%	·	·	-0.4	-1.4%	·	1.8%
COC(=O)C1NC(=O)N2C(C(=O)OC)C(C)(C)S[C@H]12 (stereo partly drawn)	-0.2%	-9.5%	-3.3%&-2.0%	·	·	-2.5	-49.2%	1.6%	1.0%&0.7%
CC1=C(C(=O)Nc2ccccc2C)C(c2ccc(C)o2)NC(=S)N1 (stereo not drawn)	-12.7%	0.8%	-5.5%	-25.7	0.7	-4.5	-0.4%	-39.1%	0.1%
O=C(Nc1ccc(N2CCOCC2)cc1)C1CC(=O)N(c2ccccc2)C1 (stereo not drawn)	-7.9%	-9.1%	-4.6%	-4.0	-0.2	0.1	-0.9%	-2.5%	0.0%
COc1ccc(-n2ncc3c(N4CCN(c5cccc(C)c5C)CC4)ncnc32)cc1	-6.4%	-20.1%	-3.7%	-0.2	-0.3	-0.9	10.6%	-10.2%	0.9%
Cc1nnsc1C(=O)N/N=C/c1ccc2ccccc2c1O	?	3.2%	2.0%	2.0	22.7	1.7	-11.8%	-19.0%	?
O=C(NCCCN1CCOCC1)C1CCN(S(=O)(=O)c2cccc(Cl)c2Cl)CC1	1.0%	-1.7%	-5.3%	3.3	0.5	-10.1	-16.9%	-7.6%	0.9%
COc1ccc(C(=O)NCc2ccncc2)cc1OC	-0.5%	-1.8%	-2.2%	5.8	0.4	-3.2	-3.5%	-31.9%	0.4%
CC1(C)CC2(CC(c3ccccc3F)c3ccc(O)c(O)c3O2)NC(=S)N1 (stereo not drawn)	0.8%	1.7%	-4.3%	2.6	0.1	15.9	-52.2%	?	-1.2%
Cc1cc(C(=O)N2CCCC(CO)(Cc3ccc(F)cc3)C2)c(C)o1 (stereo not drawn)	2.8%	-4.7%	-0.6%	1.7	-0.7	-1.0	0.0%	-32.8%	-0.4%
Cc1cccc(C)c1NC(=O)CS(=O)CC(=O)NCCCc1ccccc1 (stereo not drawn)	-8.9%	·	-4.8%	3.2	-0.1	-4.4	19.3%	-9.9%	-0.2%
O=C(CN1CCN(Cc2ccccc2)CC1)N1CCCCCC1	0.6%	9.2%	-3.7%	-23.9	-0.3	-3.7	-19.6%	4.5%	3.5%
Cc1nc2ncnn2c(C)c1CCC(=O)N1CCN(Cc2ccccc2)CC1	-3.9%	-0.1%	-3.2%	·	·	-8.1	2.1%	-18.3%[56.9 µM]	-0.1%
CC1CN(C(=O)CCC(=O)NCc2cccc(Cl)c2)c2ccccc2S1 (stereo not drawn)	·	-0.4%	·	·	1.4	-6.8	0.0%	39.8%	·
Cc1ccc(SCCNC(=O)c2ccccc2C)cc1	-1.3%	3.8%	0.0%	-4.4	0.2	0.8	3.3%	17.5%	-3.8%
Cc1cccc(C(=O)NC2CCN(C(=O)NCc3ccccc3)CC2)c1	?	4.3%	-7.7%	-2.7	0.9	-8.0	?	-16.5%	2.9%
O=C(O)CCN(CCC(=O)O)S(=O)(=O)c1ccccc1	-16.1%	2.8%	-7.1%	-6.0	0.7	2.0	0.0%	-9.0%[56.9 µM]	1.1%
CCOC(=O)[C@@H]1[C@H]2COc3ccccc3[C@@H]2N2C(=O)N(c3cccc(C)c3)C(=O)[C@]12C	-6.7%	-4.2%	-2.7%	-10.9	0.3	3.7	-2.3%	-14.2%	-1.2%
CCc1nc2c(OCc3ccc(C(F)(F)F)cc3)cccn2c1N(C)C(=O)c1ccc(OC)cc1	·	·	-0.6%	·	·	-2.5	-24.1%	·	-4.6%
CCOC(=O)C(Cc1ccc(N)cc1)N1C(=O)c2ccccc2C1=O (stereo not drawn)	-3.3%	1.3%	5.9%	-2.1	-0.2	5.2	?	-12.9%	1.1%
O=C(CC1C(=O)NCCN1C(=S)Nc1ccccc1)Nc1ccc(F)cc1 (stereo not drawn)	-0.8%	·	-4.8%	·	·	-6.7	-23.9%	-21.2%	0.8%
CC(C)COc1ccc(Br)cc1CNC(C)(C)C	-0.1%	8.0%	-5.9%	-3.8	-0.1	0.4	-1.0%	19.0%	-0.6%
